HSF-1 act: HSF-1 activators, primary screen, NIH3T3-HGL cells, MG132 stress, luminescence, single point. NIH3T3-HGL HSF-1 luciferase reporter, 8 h; 100% = twice DMSO control signal. activation, % at 9 µM. 1.7% of 300,000 active;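 active means mean replicate activation of at least 50% with a set share of replicates each reaching 50%; inconclusive means only one of those two conditions met; inactive means mean below 50% and too few replicates reaching it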;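 further: 0% = median of the neutral control wells and 100% = twice that signal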
HSF1 inhib: HSF1 inhibitors in luciferase reporter cells, primary screen, cell-based, NIH3T3, luminescence | NIH3T3-HGL HSE-luciferase, MG132-induced, luminescence 8 h; stronger effect = lower value | activity change, negative = inhibition, % at 7.5 µM (by protocol) | 0.77% of 300,000 active | AID 2098, 2009;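 active means more than half of replicate wells show activity change below -50%, luminescence cut by over half; inconclusive means some wells, but at most half, below -50%; inactive means no replicate well below -50%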;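 further: luciferase reports HSF-1 transcriptional activity via heat shock element; 0% = median of DMSO wells and -100% = zero luminescence signal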
HSP90 inh: HSP90 inhibitors, primary screen, cell lysate, luminescence; 0.91% of 290,000 active; Rabbit reticulocyte lysate, luciferase refolding luminescence, 3 h; inhibition, % at 5.6 µM;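 active means inhibition above the screen-wide mean plus 3 SD, computed separately per campaign, cut at about 16% in these data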;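 further: 0% = DMSO wells and 100% = 60 µM geldanamycin wells; inhibitors lower the luminescence because luciferase stays unfolded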
HIF act: HIF pathway transcriptional activators, primary screen, cell-based, U2OS HRE-luciferase, luminescence. 0.32% of 300,000 active. U2OS HRE-luciferase reporter; normalized: DMSO 0%, desferrioxamine 100%. activation, % at 7.5 µM (by protocol);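 active means mean activation of at least 10% of the iron chelator positive control signal, with at least half of replicates also reaching 10%; inconclusive means mean and replicate majority disagree about reaching 10%; inactive means mean and most replicates under 10%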
aSyn 5UTR inh: MLPCN primary screen, SNCA 5' untranslated region. alpha-synuclein 5'UTR reporter, inhibitor activity. inhibition, % (tested at 7.5 µM). 0.82% of 300,000 active. AID 1813, 2009; in the data active means inhibition above about 60%; inconclusive means no clear call, values can overlap the other calls;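 further: H4 neuroglioblastoma cells stably carrying SNCA 5'UTR luciferase fusion; 0% = DMSO wells and 100% = positive control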
AI-2 QS modul: Vibrio harveyi AI-2 quorum sensing modulators, primary screen, JMH597 strain, luminescence/OD600 ratio | 0.4% of 300,000 active | Vibrio harveyi JMH597 AI-2 luminescence/OD600 ratio, 9 h; stronger effect = lower value; strain lacks LuxN and CqsS sensors; 0 = neutral-control median | activity change, % at 7.5 µM | AID 2094, 2009; in the data active means activity change below about -75%, passing the limit was not always enough; inconclusive means no clear call, values can overlap the other calls;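 further: luminescence divided by OD600 gain over 9 h not by final OD600 alone; inactives centre near 13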
IEC-6 tox: cytotoxicity in IEC-6 intestinal epithelial cells, primary screen, cytotoxicity control for KLF5 inhibitor project, cell-based, luminescence. IEC-6 cytotoxicity, luminescence viability. AID 1825, 2009. 0.78% of 290,000 active. inhibition, % at 5 µM; in the data active means inhibition above about 22%;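 further: 0% = plate median of test compound wells and 100% = cytotoxic reference compound wells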
Platelet DG rel: inhibitors of platelet dense granule secretion, primary screen, cell-based, MLPCN, human platelets | human platelet-rich plasma, SFLLRN dense granule ATP release, luminescence | inhibition, %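 (compounds screened at 7.5 µM in platelet-rich plasma)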 | 0.22% of 300,000 active | AID 1663, 2009;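 active means mean replicate score, as percent of positive control, at or above 50; inconclusive means mean below 50 but at least one replicate at or above 50; inactive means mean and every replicate below 50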
HDAC3 inhib: HDAC3 deacetylase inhibitors, primary screen, biochemical, fluorescence, cell-free homogeneous | 0.15% of 320,000 active | Histone deacetylase 3 (Homo sapiens), O15379 | inhibition, % at 8.3 µM | recombinant HDAC3, fluorogenic peptide/trypsin coupled; in the data active means inhibition above about 26%, passing the limit was not always enough; inconclusive means no clear call, values can overlap the other calls
Target sequence (O15379 whole entry, looked up): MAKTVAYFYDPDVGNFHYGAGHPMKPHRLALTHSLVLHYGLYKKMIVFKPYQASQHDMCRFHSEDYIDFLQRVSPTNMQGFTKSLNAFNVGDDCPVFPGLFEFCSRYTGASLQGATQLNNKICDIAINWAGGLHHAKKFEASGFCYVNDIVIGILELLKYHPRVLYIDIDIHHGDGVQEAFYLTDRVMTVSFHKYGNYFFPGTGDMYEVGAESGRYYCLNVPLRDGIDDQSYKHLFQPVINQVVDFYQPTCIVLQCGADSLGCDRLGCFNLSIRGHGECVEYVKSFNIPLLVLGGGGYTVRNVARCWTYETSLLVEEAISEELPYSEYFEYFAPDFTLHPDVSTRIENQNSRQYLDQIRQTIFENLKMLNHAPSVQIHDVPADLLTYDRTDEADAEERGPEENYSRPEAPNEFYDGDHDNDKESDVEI
KLF5 inhibitor: KLF5 expression inhibitors, primary screen, DLD-1 cells, luminescence; DLD-1 KLF5 promoter-luciferase reporter; inhibition, % at 5 µM; 0.23% of 290,000 active;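 active means inhibition above a per-plate limit of that plate's mean compound inhibition plus 3 SD, cut at about 60% in these data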;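 further: 0% = DMSO wells and 100% = LY294002 at 200 µM; higher means less KLF5 promoter-driven luciferase light; inactives centre near -14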
An asterisk follows results filed as active; ? = inconclusive; nt = no result given.

mol | HSF-1 act | HSF1 inhib | HSP90 inh | HIF act | aSyn 5UTR inh | AI-2 QS modul | IEC-6 tox | Platelet DG rel | HDAC3 inhib | KLF5 inhibitor
C=CCN1C(=O)C(O)(CC(=O)c2ccc(-n3cccc3)cc2)c2ccccc21 (stereo not drawn) | 3 | 2 | 6 | 0.0 | -11 | 16 | 0 | 1 | -5 | -41
Cc1ccsc1/C=N/NC(=O)C1CC(=O)N(c2ccc(F)cc2)C1 (stereo not drawn) | 5 | 4 | -2 | 0.4 | -17 | -20 | -5 | 13 | 4 | -45
Cc1c(NC(=O)Nc2ccc3c(c2)OCO3)cccc1[N+](=O)[O-] | 9 | 3 | -5 | 3.7 | -96 | 21 | 4 | 6 | 10 | -85
Cc1[nH]n(-c2ccccc2)c(=O)c1/C=N/N(c1ccccc1)c1ccccc1 | 7 | -1 | 5 | 0.3 | -2 | 18 | -4 | -2 | -4 | -2
CCn1c(=O)c([N+](=O)[O-])c(N2CCOCC2)c2ccccc21 | 8 | -11 | -4 | -0.2 | 44 | 2 | 1 | -2 | -3 | -13
COc1ccc(-c2nnn(CC(=O)N(CCCO)C(C(=O)NC3CCCC3)c3ccc(F)cc3)n2)cc1 (stereo not drawn) | 9 | -5 | 2 | 0.1 | 23 | 26 | 1 | 0 | -1 | -15
NS(=O)(=O)c1ccc(N/N=C/c2ccccn2)c([N+](=O)[O-])c1 | 3 | 2 | 4 | 0.5 | 11 | 10 | 4 | 3 | -3 | -3
Cc1cccc(C)c1OCc1cc(C(=O)N2CCC(c3ccncc3)CC2)no1 | 28 | 19 | -3 | 2.5 | -93 | 21 | 10 | ? | 7 | -59
COc1ccc(-n2nc(N)c3c(=O)oc(N(C)C)nc32)cc1 | -11 | -7 | 5 | -0.1 | -10 | 16 | 1 | 12 | 2 | -6
Cc1ccc(Sc2ncnc3onc(C)c23)cc1 | nt | nt | 5 | nt | nt | 23 | 4 | nt | -1 | -50
COc1cccc2c1OC1(C)CC2N(C(=O)c2ccco2)C(=S)N1c1ccc(F)cc1 (stereo not drawn) | 4 | 2 | 1 | -0.1 | 0 | 20 | 0 | 7 | -1 | 1
COc1cccc(C2NC(=S)NC3=C2CCc2ccccc23)c1 (stereo not drawn) | 11 | -2 | 0 | -0.4 | -9 | 12 | 3 | 11 | -1 | -15

Two of the compounds above, with two lines to a compound:
Screens in order – HSF-1 act	HSF1 inhib	HSP90 inh	HIF act	aSyn 5UTR inh	AI-2 QS modul	IEC-6 tox	Platelet DG rel	HDAC3 inhib	KLF5 inhibitor
- C=CCN1C(=O)C(O)(CC(=O)c2ccc(-n3cccc3)cc2)c2ccccc21 (stereo not drawn)
  3	2	6	0.0	-11	16	0	1	-5	-41
- Cc1ccsc1/C=N/NC(=O)C1CC(=O)N(c2ccc(F)cc2)C1 (stereo not drawn)
  5	4	-2	0.4	-17	-20	-5	13	4	-45

(listing goes on)
mol | HSF-1 act | HSF1 inhib | HSP90 inh | HIF act | aSyn 5UTR inh | AI-2 QS modul | IEC-6 tox | Platelet DG rel | HDAC3 inhib | KLF5 inhibitor
COc1ccc(CNC(=O)CCOc2ccc(C(C)(C)C)cc2)cc1 | -3 | -3 | 3 | 0.1 | 7 | 16 | 3 | -32 | 3 | 0
Cc1nc(-n2nnc3cc(C)c(C)cc32)c2c3c(sc2n1)CCCC3 | 24 | 1 | 1 | -0.4 | 12 | -2 | 1 | 3 | -6 | -12
O=C(COC(=O)/C=C/c1cccs1)Nc1cccc(S(=O)(=O)N2CCOCC2)c1 | 7 | 1 | 2 | -0.8 | 2 | 1 | 3 | -5 | nt | -9
COc1cccc(CNC(=O)CCNS(=O)(=O)c2cccc3nonc23)c1 | 6 | 1 | 5 | -0.3 | -2 | 17 | -5 | 2 | 6 | -18
CCCCOc1ccc(C2C(=O)N(C3CCCCC3)CC(=O)N2CC2CCCO2)cc1 (stereo not drawn) | -63 | -54* | 1 | -0.7 | 23 | -14 | 3 | 2 | 2 | 10
C=CCc1c(C)nc2cc(-c3ccccc3)[nH]n2c1=O | 43 | 33 | 10 | 1.1 | -102 | 13 | 8 | 5 | -1 | -115
CC1CCN(S(=O)(=O)c2ccc(NC(=S)NC(=O)c3ccc(Cl)cc3)cc2)CC1 | -17 | -1 | 5 | -0.1 | 2 | 34 | -5 | -14 | -3 | -15
COC(C(=O)Nc1ccc(F)cc1F)c1ccccc1 (stereo not drawn) | 20 | 2 | 5 | 0.1 | 13 | 4 | -3 | 2 | 3 | -7
CN(C(=O)COC(=O)CSc1ccc(C(N)=O)cc1[N+](=O)[O-])C1CCCCC1 | -2 | 1 | nt | -0.2 | -4 | 30 | nt | -4 | 9 | nt
CCCCC(CC(O)COCC(C)C)C(=O)NN (stereo not drawn) | 8 | 1 | 0 | -0.2 | -2 | 14 | -3 | 9 | 11 | -20
COCCCn1c(=N)c(C(=O)NCC2CCCO2)cc2c(=O)n3cccc(C)c3nc21 (stereo not drawn) | -12 | -4 | 1 | 0.0 | -6 | 19 | 5 | 6 | -434 | 9
CCC(NC(=O)CCc1nnc(-c2cc(C)on2)o1)C12CC3CC(CC(C3)C1)C2 (stereo not drawn) | 4 | 6 | 3 | 1.1 | -24 | 3 | 6 | 2 | -1 | -12

Eight successive compounds from above:
mol | HSF-1 act | HSF1 inhib | HSP90 inh | HIF act | aSyn 5UTR inh | AI-2 QS modul | IEC-6 tox | Platelet DG rel | HDAC3 inhib | KLF5 inhibitor
COc1ccc(CNC(=O)CCOc2ccc(C(C)(C)C)cc2)cc1 | -3 | -3 | 3 | 0.1 | 7 | 16 | 3 | -32 | 3 | 0
Cc1nc(-n2nnc3cc(C)c(C)cc32)c2c3c(sc2n1)CCCC3 | 24 | 1 | 1 | -0.4 | 12 | -2 | 1 | 3 | -6 | -12
O=C(COC(=O)/C=C/c1cccs1)Nc1cccc(S(=O)(=O)N2CCOCC2)c1 | 7 | 1 | 2 | -0.8 | 2 | 1 | 3 | -5 | nt | -9
COc1cccc(CNC(=O)CCNS(=O)(=O)c2cccc3nonc23)c1 | 6 | 1 | 5 | -0.3 | -2 | 17 | -5 | 2 | 6 | -18
CCCCOc1ccc(C2C(=O)N(C3CCCCC3)CC(=O)N2CC2CCCO2)cc1 (stereo not drawn) | -63 | -54* | 1 | -0.7 | 23 | -14 | 3 | 2 | 2 | 10
C=CCc1c(C)nc2cc(-c3ccccc3)[nH]n2c1=O | 43 | 33 | 10 | 1.1 | -102 | 13 | 8 | 5 | -1 | -115
CC1CCN(S(=O)(=O)c2ccc(NC(=S)NC(=O)c3ccc(Cl)cc3)cc2)CC1 | -17 | -1 | 5 | -0.1 | 2 | 34 | -5 | -14 | -3 | -15
COC(C(=O)Nc1ccc(F)cc1F)c1ccccc1 (stereo not drawn) | 20 | 2 | 5 | 0.1 | 13 | 4 | -3 | 2 | 3 | -7

Next part:
mol | HSF-1 act | HSF1 inhib | HSP90 inh | HIF act | aSyn 5UTR inh | AI-2 QS modul | IEC-6 tox | Platelet DG rel | HDAC3 inhib | KLF5 inhibitor
O=c1c2ccccc2ncn1Cc1ccco1 | -7 | -5 | -1 | 0.1 | -18 | 20 | -3 | 8 | -7 | -11
O=C(COC(=O)c1ccc(Cl)c(S(=O)(=O)N2CCCC2)c1)NC1CCCCC1 | -7 | 7 | -1 | -0.3 | 2 | 15 | 1 | 12 | -8 | -22
COc1ccccc1NC(=O)Cn1cc(C(=O)C(=O)N2CCOCC2)c2ccccc21 | -7 | -7 | -5 | -0.5 | -1 | 25 | 2 | 0 | 3 | -4
CC1CCN(C(=O)CCNS(=O)(=O)c2ccc3c(c2)c(=O)n(C)c(=O)n3C)CC1 | 3 | 4 | -6 | -0.5 | 12 | 18 | -4 | 7 | 1 | 0
CCc1nnc(NC(=O)c2cc(-c3ccco3)nc3ccccc23)s1 | 1 | -4 | 0 | -0.6 | 20 | -15 | 0 | 3 | 5 | -10
CC(C)(C)NC(=O)NCc1cccnc1 | -3 | -2 | 0 | 0.2 | 2 | 8 | -14 | 6 | 3 | -1
S=C(Nc1ccc(Oc2ccc(NC(=S)NC3CCCCC3)cc2)cc1)NC1CCCCC1 | -10 | 4 | 1 | 0.5 | 33 | 28 | 15 | 24 | 6 | 8
C/C(=N\NS(=O)(=O)c1ccccc1)c1cccc(NC(=O)c2cccc(Cl)c2)c1 | 21 | 5 | 4 | 1.5 | -38 | 22 | 4 | 2 | 12 | -13
O=C(NCCOc1ccccc1)C(c1ccccc1)c1ccccc1 | -19 | 2 | 0 | -1.0 | -1 | 20 | 4 | nt | 1 | -16
Cn1c(=N)n(CC(=O)O)c2ccccc21 | -4 | 0 | 1 | 0.2 | -9 | 7 | 2 | -6 | -5 | -33
O=C(CCN1CCOCC1)NCC1COc2ccccc2O1 (stereo not drawn) | 7 | 1 | 7 | -0.9 | -7 | 3 | 5 | 15 | 6 | -25
O=S(=O)(O)c1nc2ccccc2n1Cc1cccc2ccccc12 | -9 | 1 | -4 | 0.3 | -5 | 5 | -2 | 0 | ? | -9
CC(OC(=O)CCCSc1nc2ccccc2s1)C(=O)NC(N)=O (stereo not drawn) | 3 | -10 | 2 | -1.8 | 24 | -8 | 4 | 1 | -4 | -2
O=C(O)c1ccc(-c2noc(-c3cccc(C(F)(F)F)c3)n2)cc1 | 10 | 2 | nt | -1.3 | -83 | 29 | nt | 4 | -3 | nt
Cc1ccc(C)c(C(=O)CCC(=O)O)c1 | 8 | 0 | 0 | 0.1 | -5 | 4 | 5 | 4 | 2 | -28
COCCNC(=O)CN1C(=O)NC2(CCOc3ccccc32)C1=O (stereo not drawn) | 29 | 3 | 8 | 0.3 | 9 | -9 | 3 | 0 | -3 | -7
O=C(COC(=O)c1ccccc1N1C(=O)C2C3CCC(C3)C2C1=O)c1ccccc1 (stereo not drawn) | 9 | -1 | -4 | -0.4 | -4 | 13 | 0 | -5 | -2 | -22
Cc1ccccc1NC(=O)c1ccc2c(c1)N(C)CCS2 | 38 | 19 | -5 | 2.8 | -103 | 23 | 11 | 0 | nt | -88
CCc1cccc(OCC(=O)Nc2ccc(S(=O)(=O)Nc3onc(C)c3C)cc2)c1 | -82 | -79* | -3 | nt | 0 | 20 | -2 | 17 | 4 | 4
COc1cccc(C(=O)NC(=S)Nc2ccc(N(C)C)cc2)c1 | 19 | 16 | 0 | 2.0 | -185 | 3 | -2 | 5 | 0 | -85
CNC(CC(=O)c1ccc([N+](=O)[O-])cc1)C(Cl)(Cl)Cl (stereo not drawn) | nt | nt | -3 | nt | nt | nt | -2 | nt | 3 | -20
O=C(NN=C1CCCC1)c1[nH]c2ccc(Br)cc2c1-c1ccccc1 | nt | nt | -1 | nt | nt | 21 | -4 | nt | 6 | 3
O=S(c1ccc2ccccc2c1)c1cnns1 (stereo not drawn) | nt | nt | 5 | nt | nt | nt | -8 | nt | 3 | -22
COc1ccc(-n2nc([N+](=O)[O-])c(=NCCC3=CCCCC3)n2O)cc1 | 10 | 11 | -2 | 1.8 | -82 | 37 | -4 | -4 | 4 | -41

Source: PubChem BioAssay
